GLP1R cytotox – cytotoxic in the GLP-1 receptor inverse agonist counter-screen; HEK293 cAMP-luciferase reporter cells, luminescence, 24 h; Potency, µM (series often up to 38.3 µM), inactives show top-dose activity change, negative = inhibition, actives largely listed as inhibitors; 410,000 tested, 0.13% active;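 further: loss of luciferase light is scored as toxicity; potency means the concentration at half of the fitted maximal effect; on the % scale 0 is the no-effect control and ±100 the full control effect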
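1536-well qHTS counterscreen of the MLSMR; 200 cells/uL, 12 h pre-incubation, 23 nL cpd, 24 h at 37 deg C 5% CO2, luciferase detection reagent, 12 min RT, luminescence. Inhibition = undesired.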
PLK1 PBD inh – blocks phosphopeptide binding to human PLK1 polo-box domain; P53350; Plk1 PBD binding of FITC phosphopeptide, fluorescence polarization; Potency, µM, inactives show max response, negative = inhibition, most hits filed as inhibitors; 360,000 tested, 2.8% active; AID 720504; further: potency means the concentration at half of the fitted maximal effect; series mostly up to about 57 µM; on the % scale 0 is the no-effect control and ±100 the full control effect; nearly all actives have a fitted effect of over 65% in size
EPAC1 antagonist – antagonists of human EPAC1. 360,000 tested, 0.14% active. EPAC1 GEF assay, Rap1b-BODIPY-GDP exchange fluorescence. Potency, µM (top dose mostly 115 µM), for inactives: top-dose activity change, negative = inhibition, usual class: inhibitors. O95398;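 further: potency means the concentration at half of the fitted maximal effect; plate controls were vehicle for no effect and positive control for full effect; nearly all actives have a fitted effect of over 50% in size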
GLP-1R inv ag – GLP-1 receptor (human) inverse agonism | P43220 | HEK293 GLP-1R CRE-luciferase, luminescence, 24 h; GLP-1R form is constitutively active | Potency, µM (series often up to 38.3 µM), without a hit: at the top dose activity change, negative = inhibition, most hits filed as inhibitors | 410,000 tested, 1.6% active | AID 624417; further: potency means the concentration at half of the fitted maximal effect; on the % scale 0 is the no-effect control and ±100 the full control effect; nearly all actives have a fitted effect of over 55% in size
Target sequence (P43220 whole entry, looked up): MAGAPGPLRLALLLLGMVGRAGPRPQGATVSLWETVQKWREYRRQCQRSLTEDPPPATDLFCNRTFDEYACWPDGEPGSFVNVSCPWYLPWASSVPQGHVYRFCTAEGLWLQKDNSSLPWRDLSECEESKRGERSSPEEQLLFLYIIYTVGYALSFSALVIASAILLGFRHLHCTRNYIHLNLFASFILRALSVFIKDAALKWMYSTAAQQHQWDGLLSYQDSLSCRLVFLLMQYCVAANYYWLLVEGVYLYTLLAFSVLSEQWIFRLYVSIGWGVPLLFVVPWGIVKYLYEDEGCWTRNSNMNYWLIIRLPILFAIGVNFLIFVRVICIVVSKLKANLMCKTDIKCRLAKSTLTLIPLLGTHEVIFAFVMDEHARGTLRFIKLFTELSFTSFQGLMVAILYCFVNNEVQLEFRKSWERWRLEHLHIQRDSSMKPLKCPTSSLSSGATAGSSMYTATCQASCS
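qHTS in 1536-well format: reporter HEK293 cells expressing constitutive GLP-1R activity in DMEM + 10% Nu serum, 24 hr with compounds at 37 deg C, luminescence read after 12 min with detection reagent.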
PI5P4K alpha inh – inhibitors of human PI5P4K alpha. 330,000 tested, 1.2% active. max response, %. PI5P4Kalpha enzyme, ADP-Glo luminescence, 60 min; hits give low values; active means max response of -50% or lower; inconclusive means between -30% and -50%; inactive means -30% or higher; further: value at the top dose of about 77 µM; on the % scale 0 is the no-effect control and ±100 the full control effect
Target sequence (P48426 whole entry, looked up): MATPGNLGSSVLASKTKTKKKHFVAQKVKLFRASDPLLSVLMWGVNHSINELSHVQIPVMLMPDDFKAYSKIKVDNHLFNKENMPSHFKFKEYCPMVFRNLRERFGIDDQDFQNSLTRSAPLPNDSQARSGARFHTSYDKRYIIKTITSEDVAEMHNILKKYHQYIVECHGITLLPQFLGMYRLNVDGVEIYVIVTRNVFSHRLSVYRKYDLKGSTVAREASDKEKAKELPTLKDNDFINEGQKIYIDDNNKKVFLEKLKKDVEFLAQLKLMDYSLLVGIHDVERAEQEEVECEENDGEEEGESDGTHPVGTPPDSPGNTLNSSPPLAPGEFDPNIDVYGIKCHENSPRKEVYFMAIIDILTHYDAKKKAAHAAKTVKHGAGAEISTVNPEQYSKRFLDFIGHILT
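ADP-Glo luminescence end-point read after a 60 min room-temperature kinase reaction of PI5P4Kalpha plus substrate, initiated with ATP at 5 microM final. Buffer: 0.038 M HEPES pH 7.4, EGTA, 0.1% CHAPS, 5% DMSO.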
EPAC1 ag – EPAC1 (human) agonism; EPAC1 agonist qHTS, biochemical assay; response scale: 100% = response to 6.5 mM cAMP; O95398; Potency, µM (top dose mostly 154 µM), for the others: at the highest dose activation, most hits filed as activators; 360,000 tested, 0.073% active; further: potency means the concentration at half of the fitted maximal effect; nearly all actives have a fitted effect of over 60% in size
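Fluorescent GDP-exchange assay: 100 nM EPAC1 with 250 nM Rap1B preloaded with BODIPY-GDP and 50 uM GDP; compounds tested as concentration series, 5 min at room temperature, then read every 5 min for 30 min (ex 480/em 540 nm); normalized to 6.5 mM cAMP.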
GLP1R ag – activates the human GLP-1 receptor; Potency, µM (series often up to 45.6 µM), without a hit: at the top dose activation, usual class: activators; HEK293 GLP-1R CRE-luciferase, luminescence, 4-6 h; cells express a hypersensitive GLP-1R form; AID 624172; 380,000 tested, 0.007% active; P43220; further: potency means the concentration at half of the fitted maximal effect; % of control where 0% means no effect
IL-2 act – IL-2 activation; IL-2 activation reporter assay, cell-based qHTS; stimulated with anti-CD3/CD4/CD28 beads; in transgenic mouse T cells; 360,000 tested, 0.065% active; activation, % (series mostly up to about 46 µM); in the data active means activation above about 50%; inconclusive means mostly about 30% to 49%; further: 0% is about no effect
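Unstimulated transgenic mouse T cells; 60-min compound exposure; bead-based TCR/CD4/CD28 stimulation; 18 h culture, 37 degrees C; dual fluorescence (EGFP, DsRed) plate cytometry.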
PTHR1 agonist – activates the human parathyroid hormone receptor PTHR1 | HEK293 GP2 PTHR1 cells, GloSensor cAMP luminescence, 1 h | AID 743266 | Potency, µM (series often up to 115 µM), without a hit: at the top dose activation, most hits filed as activators | Q03431 | 410,000 tested, 0.075% active; further: potency means the concentration at half of the fitted maximal effect; nearly all actives have a fitted effect of over 55% in size; some results filed as inactive show a strong effect at the top dose; inactives centre near -15; many of its hits are not listed in these tables
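HEK-293-derived GP2 cells expressing PTHR1 and a GloSensor cAMP reporter, 3,000/well, plated overnight, given luciferin plus IBMX (each 0.5 mM as added) for 1 h at 37 °C, then compound for 1 h at 37 °C. Luminescence was read after 15 min at room temperature.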
Active calls of the source: *; i = inactive; ? = inconclusive; . = no result given; & = joins results of further samples; [ ] = remark or other dose. Unless noted, the call rests on the fitted dose curve; in most records, active means well fitted curve in the direction sought with a large enough effect; inconclusive means small, poorly fitted or top-dose-only effect, or another doubt; inactive means no such curve, though single readings can be large; an effect the other way counts as inactive or inconclusive. Some of the compounds tested. The share of hits here may be higher or lower than overall.

SMILES | GLP1R cytotox | PLK1 PBD inh | EPAC1 antagonist | GLP-1R inv ag | PI5P4K alpha inh | EPAC1 ag | GLP1R ag | IL-2 act | PTHR1 agonist
COCCN(C(=O)COC(=O)/C=C/c1ccccc1Cl)c1c(N)n(Cc2ccccc2)c(=O)[nH]c1=O | -4% | -1% | 16% | -16% | 21 | -12% | -4% | -1.7 | -5%
Cc1ccc(Cn2nc(C)c(NC(=O)c3cc(-c4ccc5c(c4)OCO5)on3)c2C)cc1 | -17% | -4% | 2% | -6% | . | -2% | -13% | -1.5 | -19%
COc1ccc(CCNc2nc(-c3ccc(C)cc3)cc(C(F)F)n2)cc1OC | -10% | . | . | -15% | . | . | 0% | . | -41%[inhibitor]
Cc1ccc(C)c(OCCC(=O)Nc2ccccc2C(=O)NC2CC2)c1 | -2% | 0% | -5% | -11% | 1 | -7% | 5% | -0.6 | -5%
Cc1cc(N2CCCC(C(=O)Nc3cccc4ccccc34)C2)n2ncnc2n1 (stereo not drawn) | 16% | -6% | -12% | 40%[activator] | 10 | 4% | 13% | -3.5 | i
O=C(C1=C[C@@H](C2CCCCC2)C[C@@H](OCc2ccc(CO)cc2)O1)N1CCN(Cc2ccccc2)CC1 | -10% | -1% | -21% | ? | 0 | -4% | -5% | -0.3 | -11%
C=CCNc1nc(NCc2ccccc2)nc(OCC)n1 | -2% | -6% | 0% | ? | 6 | 0% | 3% | 1.6 | -15%
COc1ccccc1OCCC(=O)NNC(=O)c1ccccc1F | -4% | -11% | -2% | 10% | -2 | 11% | 5% | -0.3 | -27%
CCN(CC(=O)Nc1ccc2c(c1)OCCO2)CC(=O)Nc1ccc2c(c1)OCO2 | 14% | 1% | 13% | 7% | -2 | -5% | 2% | 5.2 | -7%
CCOc1ccc(CCNS(=O)(=O)c2ccc(-c3ccc(=O)[nH]n3)o2)cc1OCC | -7% | -6% | -4% | 114%[activator] | 4 | 0% | 9% | -0.5 | -1%
O=C(CCCn1c(=O)c2ccccc2n(CC(=O)NCc2ccco2)c1=O)NCc1ccco1 | 9% | -12% | -14% | -8% | -10 | 4% | 5% | 3.0 | i
CN(C)S(=O)(=O)c1ccc(NC(=O)Cn2ccsc2=N)cc1 | -49% | -3% | -18% | 18% | 2 | -1% | -5% | 1.4 | -10%
CCCN(CC(=O)Nc1ccccc1C)C(=O)Cc1c(C)nc2ccccc2c1C | -9% | -4% | 3% | -5% | ? | -4% | -1% | 1.2 | -3%
COc1ccc(NC(C)=O)cc1NC(C)C(=O)Nc1cc(C(F)(F)F)ccc1N1CCOCC1 (stereo not drawn) | -2% | -14% | -9% | 3% | -5 | -9% | 8% | -3.0 | i
Cc1nc(C(=O)NC2CC2)sc1C1(C)CC(c2cccc([N+](=O)[O-])c2)=NO1 (stereo not drawn) | -23% | 0% | 6% | 4% | 0 | 7% | -1% | -0.4 | i
Cn1c(=O)oc2cc(S(=O)(=O)NC3CCCc4ccccc43)ccc21 (stereo not drawn) | -3% | 5% | -13% | 3% | -3 | -13% | 0% | 0.3 | i
O=C(CCCOc1ccccc1)Nc1ccncc1 | 17% | -12% | -5% | 4% | 1 | 5% | 0% | -0.6 | -21%[57.5 µM]
Fc1ccc(-n2cc(-c3ccccc3)c3c(N4CCOCC4)ncnc32)cc1 | -3% | -9% | 1% | ? | 5 | 6% | 7% | -4.2 | -16%
COc1ccc(NC(=O)Cn2nnc(-c3ccccc3NC(=O)C3CC3)n2)cc1 | 2% | -2% | -11% | ? | 1 | -20% | 4% | -0.8 | -19%[57.5 µM]
CCCC(=O)OCC(=O)Nc1ccc(N=Nc2ccccc2)cc1 | -9% | -3% | 2% | -5% | 8 | -6% | -5% | 0.5 | -16%
Cc1c(NS(=O)(=O)c2ccc(N3CCN(C)CC3)c([N+](=O)[O-])c2)c(=O)n(-c2ccccc2)n1C | 13% | -14% | -5% | 19% | 0 | 14% | 1% | -0.6 | -14%
O=C(Nc1cccc(NC(=O)c2ccco2)c1)c1cccc(Br)c1 | 3% | -6% | -8% | ? | -11 | 14% | 9% | 1.7 | -19%
CS(=O)c1ccccc1-c1nc(-c2cccc(Cl)c2)no1 (stereo not drawn) | -16% | 27µM* | -19% | 4% | ? | -10% | 7% | 0.6 | -7%
c1ccc(-c2cc3c(N4CCCC4)ncnc3s2)cc1 | 0% | -6% | 9% | 11% | -1 | 0% | 13% | -2.2 | i
COc1cc(CCC(=O)NNC(=O)c2ccc(C)cc2)cc(OC)c1OC | 11% | -7% | -4% | 5% | -5 | 10% | 1% | -1.0 | -35%[inhibitor]
Cc1ccccc1NC(=O)Cn1c(=O)n(CC2CCC(C(=O)NCCc3ccccc3)CC2)c(=O)c2ccccc21 (stereo not drawn) | 6% | . | . | 3% | . | . | 0% | . | -22%
Cc1ccc(CCNC(=O)C2CC(=O)N(CCc3ccccc3)C2)cc1 (stereo not drawn) | -7%&-7% | -11% | -4% | -16%&-9% | -1 | 9% | 4% | -2.8 | -2%
COc1ccc(CNC(=O)c2sc(=O)n(Cc3cc(C(C)=O)ccc3OC)c2C)cc1 | -8% | 2% | -3% | 6% | -2 | -2% | -1% | -1.0 | -17%
CC(=O)Nc1cc2c(cc1Cl)-c1ccccc1C2O (stereo not drawn) | -2% | 0% | -16% | 1% | 7 | -8% | 5% | 0.9 | 9%
COC(=O)[C@@]1(Cc2ccc(OC)cc2)[C@H]2c3cc(C(=O)N(C)C)n(CCSCCO)c3C[C@H]2CN1C(=O)c1ccccc1 | 5% | -16% | -5% | 9% | 6 | 11% | -2% | 0.9 | i
CC(Oc1ccc(Br)cc1)C(=O)Nc1ccncc1 (stereo not drawn) | -1%[7.66 µM] | 1% | 2% | -1%[7.66 µM] | 0 | 3% | 5% | -1.1 | -30%
O=C(OCc1cc2ccccc2[nH]c1=O)c1cccnc1 | -16% | -5% | 12% | 2% | 0 | -4% | -2% | -0.9 | i
Cc1cc(C(=O)N(C)CC(=O)Nc2cccc(F)c2)no1 | -10% | -7% | -4% | 6% | -1 | 1% | 4% | -4.1 | i
COc1ccc(N(C)C(=O)CN(C)S(=O)(=O)c2ccc3c(c2)c(=O)n(C)c(=O)n3C)c(OC)c1 | 1% | -18% | -27% | -2% | -3 | 4% | 1% | 0.9 | i
Nn1c(=S)[nH]c2sc3c(c2c1=O)CCCC3 | -5% | ? | 6% | 0% | -70* | 1% | 5% | 1.5 | 0%
COc1cc(/C=N/NC(=O)c2sc3nc(C)cc(C)c3c2N)ccc1O | 6% | 3% | -2% | 101%[activator] | -3 | -7% | 12% | -1.0 | i

As a working copy, seven of the compounds above.
SMILES | GLP1R cytotox | PLK1 PBD inh | EPAC1 antagonist | GLP-1R inv ag | PI5P4K alpha inh | EPAC1 ag | GLP1R ag | IL-2 act | PTHR1 agonist
COC(=O)[C@@]1(Cc2ccc(OC)cc2)[C@H]2c3cc(C(=O)N(C)C)n(CCSCCO)c3C[C@H]2CN1C(=O)c1ccccc1 | 5% | -16% | -5% | 9% | 6 | 11% | -2% | 0.9 | i
CC(Oc1ccc(Br)cc1)C(=O)Nc1ccncc1 (stereo not drawn) | -1%[7.66 µM] | 1% | 2% | -1%[7.66 µM] | 0 | 3% | 5% | -1.1 | -30%
O=C(OCc1cc2ccccc2[nH]c1=O)c1cccnc1 | -16% | -5% | 12% | 2% | 0 | -4% | -2% | -0.9 | i
Cc1cc(C(=O)N(C)CC(=O)Nc2cccc(F)c2)no1 | -10% | -7% | -4% | 6% | -1 | 1% | 4% | -4.1 | i
COc1ccc(N(C)C(=O)CN(C)S(=O)(=O)c2ccc3c(c2)c(=O)n(C)c(=O)n3C)c(OC)c1 | 1% | -18% | -27% | -2% | -3 | 4% | 1% | 0.9 | i
Nn1c(=S)[nH]c2sc3c(c2c1=O)CCCC3 | -5% | ? | 6% | 0% | -70* | 1% | 5% | 1.5 | 0%
COc1cc(/C=N/NC(=O)c2sc3nc(C)cc(C)c3c2N)ccc1O | 6% | 3% | -2% | 101%[activator] | -3 | -7% | 12% | -1.0 | i

(more compounds)
SMILES | GLP1R cytotox | PLK1 PBD inh | EPAC1 antagonist | GLP-1R inv ag | PI5P4K alpha inh | EPAC1 ag | GLP1R ag | IL-2 act | PTHR1 agonist
O=C(Nc1nnc([C@@H]2C[C@H](O)[C@@H](CO)O2)s1)Nc1cccc2ccccc12 | 4% | -10% | -8% | -8% | 3 | -3% | -5% | -0.7 | -24%
COC(=O)c1ccc(COc2ccc(Cl)cc2)o1 | 1% | -10% | -11% | 11% | -2 | 3% | 10% | 0.4 | -14%
CCCCNC(=O)NS(=O)(=O)c1ccc(C(=O)OC(C)C)o1 | 14% | -6% | 11% | 0% | -16 | 3% | -7% | 1.6 | i
CCOC(=O)C1CCCN(C(=O)c2sc3nc4n(c(=O)c3c2C)CCC4)C1 (stereo not drawn) | -6% | 0% | -6% | -2% | 1 | 7% | -2% | -0.1 | i
CCC(C(=O)OCC(=O)c1ccc2c(c1)NC(=O)CO2)c1ccccc1 (stereo not drawn) | -1% | -18% | -10% | ? | 0 | 6% | 3% | -3.6 | 0%
Cn1c(NC(=O)c2ccc(C(C)(C)C)cc2)cc(=O)n(C)c1=O | 2% | -2% | -3% | 7% | 0 | -2% | -1% | -0.5 | i
Cc1cccc(C)c1N1C(=O)c2ccccc2NC(=O)C1C(=O)NCc1ccco1 (stereo not drawn) | -5% | -4% | 12% | 3% | 2 | -18% | . | -0.2 | -23%
OC[C@H]1O[C@@H](n2cnc3c(Nc4ccccc4)ncnc32)[C@H](O)[C@@H]1O | 3% | -6% | -5% | 20% | 11 | 6% | ? | -0.5 | i
Cc1cc2cc(CNC(=O)Cc3cccs3)ccc2n1C | -20% | -8% | 0% | -24% | -18 | 0% | 0% | -4.7 | -23%
CCOC(=O)N1CCN(CC(=O)c2c(C)[nH]c3ccccc23)CC1 | -11% | 3.8µM* | 8% | -14% | ? | -2% | -3% | 0.4 | -1%

Assay outcomes (PubChem)
